CHRM1 antagonist: blocks human M1 muscarinic receptor. P11229. CHO-K1 hM1, Fluo-8 calcium fluorescence, ACh EC80 antagonist. inhibition, % at 3 µM. 360,000 compounds, 1.3% hits;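 active means percent inhibition above its own plate's cutoff, namely the mean of that plate's compound wells plus 3 SD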;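 further: peak over basal fluorescence ratio during 140 s after agonist addition; 0% = ACh EC80 plus DMSO and 100% = DMSO alone without agonist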
Target sequence (P11229 whole entry, looked up): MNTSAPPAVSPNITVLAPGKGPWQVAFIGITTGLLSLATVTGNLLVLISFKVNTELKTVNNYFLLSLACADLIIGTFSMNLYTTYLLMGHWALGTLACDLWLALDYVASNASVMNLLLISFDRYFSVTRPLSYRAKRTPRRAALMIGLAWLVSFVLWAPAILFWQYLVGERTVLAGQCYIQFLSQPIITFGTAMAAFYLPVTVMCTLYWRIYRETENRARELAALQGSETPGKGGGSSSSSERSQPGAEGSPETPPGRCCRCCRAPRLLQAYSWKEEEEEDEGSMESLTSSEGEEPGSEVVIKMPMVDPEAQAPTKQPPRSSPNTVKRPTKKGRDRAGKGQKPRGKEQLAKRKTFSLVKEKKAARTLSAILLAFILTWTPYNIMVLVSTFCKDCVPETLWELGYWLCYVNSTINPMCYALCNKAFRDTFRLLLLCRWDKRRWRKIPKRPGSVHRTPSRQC
M1 PAM parental: counter-screen for M1 PAMs: effect in parental CHO-K1 cells. ATP EC20, Fluo-8 calcium fluorescence; 0% at ATP EC20, 100% at ATP max. activation, % at 3 µM. 360,000 compounds, 0.02% hits. AID 602247;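 active means activation above the run cutoff, the mean activation of all test compounds plus 3 SD, cut at about 40% in these data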;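 further: peak over basal fluorescence ratio in a 140 s read after ATP addition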
CHO-K1 Ca antag: M1 antagonist counterscreen hit in parental CHO-K1 cells; 360,000 compounds, 0.6% hits; AID 602250; inhibition, % at 3 µM; ATP-induced calcium, Fluo-8 fluorescence;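 active means inhibition above a per-plate cutoff, the plate's mean sample inhibition plus 3 SD, cut at about 24% in these data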;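 further: 0% = DMSO plus EC80 ATP and 100% = DMSO alone without ATP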
M1 PAM: positive allosteric modulators of human M1 muscarinic receptor. P11229. CHO-K1 hM1, Fluo-8 calcium fluorescence, ACh EC20; 0% = ACh EC20, 100% = maximal ACh. activation, % at 3 µM. 360,000 compounds, 0.088% hits; in the data active means activation above about 19%, passing the limit was not always enough
CHRM1 agonist: human M1 muscarinic receptor agonism; activation, % at 3 µM; 360,000 compounds, 0.33% hits; P11229; CHO-K1 hM1, Fluo-8 calcium fluorescence, agonist mode; 0% DMSO, 100% acetylcholine EC100;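 active means activation above the run's mean compound activation plus 3 SD, cut at about 16% in these data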;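 further: peak over basal fluorescence ratio within a 140 s kinetic read after compound addition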
CHO-K1 Ca ag: nonselective activator or artifact in parental CHO-K1 cells; Fluo-8 calcium fluorescence; scaled to maximal ATP response, vehicle zero; activation, % at 3 µM; 360,000 compounds, 0.48% hits; AID 602248; in the data active means activation above about 15%;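 further: untransfected CHO-K1 host cells lacking M1 receptor as counterscreen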
TAAR1 antag: human TAAR1 antagonism. CHO RD-HGA16 TAAR1, Fluo-8 calcium fluorescence, antagonist. 360,000 compounds, 1.5% hits. inhibition, % at 3 µM;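 active means inhibition above a per-plate cutoff, the mean inhibition of test compounds on that plate plus 3 SD, cut at about 49% in these data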;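 further: 0% = DMSO plus EC80 beta-PEA response and 100% = DMSO alone without agonist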
Target sequence (Q96RJ0 whole entry, looked up): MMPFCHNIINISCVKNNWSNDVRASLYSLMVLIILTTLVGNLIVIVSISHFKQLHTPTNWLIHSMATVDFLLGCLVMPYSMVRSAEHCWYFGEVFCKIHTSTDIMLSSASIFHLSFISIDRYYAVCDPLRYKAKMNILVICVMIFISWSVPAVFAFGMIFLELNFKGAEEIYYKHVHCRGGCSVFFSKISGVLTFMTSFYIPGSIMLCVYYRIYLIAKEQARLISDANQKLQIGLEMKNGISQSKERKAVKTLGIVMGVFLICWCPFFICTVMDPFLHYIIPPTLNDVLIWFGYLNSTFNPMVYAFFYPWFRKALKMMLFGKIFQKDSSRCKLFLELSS
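Test system: RD-HGA16 CHO cells with stable hTAAR1 and Gα16 / Probe or stimulus: EC80 β-phenethylamine stimulus / Times: seeding 17-24 h prior, 75-min 37 °C, 30-min RT dye loading / Detection: Fluo-8 calcium-sensitive fluorescence / Read-out basis: % inhibition scaled between DMSO and EC80 PEA controls / Repeats: singlicate, one well per test compound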
TAAR1 ag: human TAAR1 agonism; Q96RJ0; CHO RD-HGA16 TAAR1, Fluo-8 calcium fluorescence; vehicle wells 0%, saturating PEA agonist 100%; activation, % at 3 µM; 360,000 compounds, 0.99% hits; AID 624467;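 active means activation above the mean activation of all test compounds in the run plus 3 SD, cut at about 38% in these data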
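System: CHO-derived RD-HGA16 cells with stable Gα16 and human TAAR1 / Times: 17-24 h plating, Fluo-8 75 min 37 °C, 30 min RT / Technique: calcium-sensitive Fluo-8 signal, excitation 470-495, emission 515-575 nm / Measure: % activation relative to PEA EC100 response / Benchmarks: DMSO and PEA EC100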
CHO parental Ca: counter-screen for OX1R antagonists: effect in parental CHO cells; parental CHO-K1, ATP-induced calcium, Fluo-8 fluorescence; inhibition, % at 5.6 µM; 330,000 compounds, 0.63% hits; AID 463079;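 active means inhibition above that plate's mean sample inhibition plus 3 SD, cut at about 26% in these data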;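 further: 0% = ATP-challenged DMSO wells and 100% = DMSO wells without ATP; some compounds past the cut are filed as inactive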
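material = parental CHO cells | also added = ATP as calcium-mobilizing challenge | dosing = single point at 5.6 µM | detection = intracellular calcium via Fluo-8 no-wash fluorescent dye | read-out = % inhibition | benchmarks = low control ATP plus DMSO, high control DMSO only | repeats = one well per compound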
* marks the source's active call; other numbers are inactive results; . = no result given.

Structure,CHRM1 antagonist,M1 PAM parental,CHO-K1 Ca antag,M1 PAM,CHRM1 agonist,CHO-K1 Ca ag,TAAR1 antag,TAAR1 ag,CHO parental Ca
CO/N=C(/CS(=O)(=O)c1ccc(Br)cc1)c1ccc(OC)cc1,-26,13,8,-3,-2,4.8,-3,2,-18
O=[N+]([O-])c1ccc(COc2ccccc2CN2CCCC2)cc1,12,20,-14,-12,-11,0.4,-8,5,.
Cc1ccc(C)c(OC(=O)c2cccc(S(=O)(=O)N3CCN(C)CC3)c2)c1,-11,-8,10,2,1,1.8,-18,1,-13
CCS(=O)(=O)N1CCC2(CC1)OCCN2S(=O)(=O)c1ccc(C)cc1,2,-13,8,2,-3,1.2,-3,2,-4
CCN1CCN(c2cc(=O)n(C3CCCCC3)c(=O)[nH]2)CC1,-12,11,-13,5,-7,1.2,-21,0,0
CC1(C(=O)O)CCCN(C(=O)C2(c3ccc(Cl)cc3)CCCC2)C1 (stereo not drawn),-18,10,-12,18,-3,0.6,-5,2,.
COc1cc(/C=N/NC2=NS(=O)(=O)c3ccccc32)ccc1OC(C)=O,-19,14,-4,11,-2,-0.3,-5,-1,-4
Cc1ccsc1/C=N/NC(=O)c1c[nH]c2ccccc12,-13,15,-7,1,-2,0.5,-1,9,-8
Cc1cc(C)nc(SCc2ccc(F)cc2)n1,-9,-7,-17,7,-1,0.9,-25,7,1
CCOC(=O)c1ccc(NC(=S)N2CCSC2c2ccc(OC)cc2)cc1 (stereo not drawn),15,14,8,-1,11,3.8,72*,93*,-5
COc1cccc(C(=O)NC(=S)Nc2ccccc2N2CCCC2)c1,-4,-4,-3,-7,-9,-0.1,-6,4,-31
COc1ccccc1OCC(=O)OCC(=O)NC1CCCCC1,-26,16,-13,12,0,1.1,-32,1,-1
O=C(NCCN1CCOCC1)C1CC(=O)N(c2ccc(F)cc2)C1 (stereo not drawn),-6,0,-10,6,-4,0.4,-25,1,-3
CC(C)c1c(O)c2c(n(-c3ccccc3)c1=O)CCCC2,-2,15,2,2,-1,6.2,1,5,-6
Cc1ccc(O)c(NC(=S)NC(=O)/C=C/c2ccco2)c1,-3,22,-12,6,-6,0.6,9,3,-3

Arranged by length of the SMILES (rising): some entries from above
Structure,CHRM1 antagonist,M1 PAM parental,CHO-K1 Ca antag,M1 PAM,CHRM1 agonist,CHO-K1 Ca ag,TAAR1 antag,TAAR1 ag,CHO parental Ca
Cc1ccsc1/C=N/NC(=O)c1c[nH]c2ccccc12,-13,15,-7,1,-2,0.5,-1,9,-8
CCN1CCN(c2cc(=O)n(C3CCCCC3)c(=O)[nH]2)CC1,-12,11,-13,5,-7,1.2,-21,0,0
CO/N=C(/CS(=O)(=O)c1ccc(Br)cc1)c1ccc(OC)cc1,-26,13,8,-3,-2,4.8,-3,2,-18
COc1cc(/C=N/NC2=NS(=O)(=O)c3ccccc32)ccc1OC(C)=O,-19,14,-4,11,-2,-0.3,-5,-1,-4

Following part
Structure,CHRM1 antagonist,M1 PAM parental,CHO-K1 Ca antag,M1 PAM,CHRM1 agonist,CHO-K1 Ca ag,TAAR1 antag,TAAR1 ag,CHO parental Ca
Cc1ccsc1C(=O)N(C)CC(=O)Nc1ccccc1Br,-7,11,-14,7,-1,0.8,-13,1,.
CCOc1ccsc1C(=O)O,-1,-27,30*,1,-4,1.1,6,5,-2
CCOC(=O)c1c(C)[nH]c(C(=O)COC(=O)C(C)N2C(=O)C3CCCCC3C2=O)c1C (stereo not drawn),16,2,2,-13,2,8.0,51*,22,-14
Cc1cccc(NC(=O)CCC(=O)OCC(=O)c2ccc(Oc3ccc([N+](=O)[O-])cc3)cc2)c1,25,-12,23,-20,-5,7.1,34,5,9
Cc1ccc(-c2nnn(CC(=O)N(c3ccccc3)C(C(=O)NCC3CCCO3)c3ccc(Cl)cc3)n2)cc1 (stereo not drawn),-8,13,-1,10,-5,0.1,7,1,-5
COC(=O)C1Cc2ccccc2CN1S(=O)(=O)c1ccc(F)cc1 (stereo not drawn),8,-4,-1,-12,-8,0.0,9,2,-7
Cc1ccc(S(=O)(=O)N2CCC(C(=O)N3CC(C)OC(C)C3)CC2)cc1 (stereo not drawn),1,-6,-4,2,-3,0.3,3,0,-8
CN(C)S(=O)(=O)N(CC(=O)Nc1ccccc1F)c1ccccc1,-4,5,-2,7,0,0.1,-16,5,-4
O=C(c1cccc(Cl)c1)N1CCN(C2CCCCC2)CC1,-16,18,-5,7,-7,1.2,-21,2,-12
CCCNc1c(N)c(=O)c1=O,-2,6,-7,3,-2,0.4,2,-1,1
Cc1ccccc1S(=O)(=O)/N=C(/Nc1c(C)n(C)n(-c2ccccc2)c1=O)c1ccccc1,0,8,-16,11,-5,4.9,4,0,-7
CCOC(=O)N1CCC(Nc2c(Nc3ccc(C)c(C)c3)c(=O)c2=O)CC1,-5,25,-24,5,-7,0.2,-7,0,-17
CCOc1ccc(NC(=O)Cn2cncc2-c2ccc([N+](=O)[O-])cc2)cc1,2,-6,-2,-3,-5,-0.2,3,0,8
Cc1ccnc(NC(=O)CCC(=O)N(Cc2ccco2)C(C(=O)NC(C)C)c2ccc(F)cc2)c1 (stereo not drawn),-7,20,-16,10,-5,2.6,-5,2,-5
c1csc(C2=Nn3c(nnc3-c3ccncc3)SC2)c1,-5,0,-8,8,-3,0.5,9,1,-4
CCCC1=C(C(=O)OCC)C(c2ccccc2OCC)NC(=O)N1C (stereo not drawn),-8,19,-3,9,-5,-0.1,8,13,-13
C#CCn1c(=O)cc(C)c2ccccc21,-1,8,-10,3,-7,1.9,-5,5,1
O=C(COC(=O)C1=COCCO1)Nc1ccc(F)c(F)c1,-13,-6,4,11,-1,0.5,-12,2,-5
Cc1ccc(CNC(=O)C2=NNC(=O)CC2)cc1,4,-1,-10,5,-4,0.3,-8,1,-3
C/C(=N\NC(=O)CSc1nc2ccccc2o1)c1cccc(O)c1,15,-9,-11,-3,1,1.1,7,4,-12
Cc1cccn2c(=O)c3cc(C(=O)NCc4ccc(F)cc4)c(=N)n(CC4CCCO4)c3nc12 (stereo not drawn),12,10,-17,-11,-6,-0.3,-26,3,-14
Fc1ccc(C2CC(c3ccco3)=Nc3ccccc3S2)cc1 (stereo not drawn),-14,24,-10,11,3,4.8,9,8,-3
COC(=O)C1=C(NC(=O)COc2ccc(Cl)cc2Cl)CCS1,-7,2,1,4,-6,0.2,-4,9,-28
Cc1ccccc1OCCn1cc(/C(N)=N/O)c2ccccc21,-9,7,0,20,11,7.1,2,8,6
O=C(CCN1CCOCC1)NNC(=O)c1ccc([N+](=O)[O-])cc1[N+](=O)[O-],-1,-15,-2,-4,-3,-0.5,-2,3,-5
Cn1cc(C(C[N+](=O)[O-])c2ccccc2)c2ccccc21 (stereo not drawn),6,1,-3,-2,-5,-1.3,-17,2,-6
O=C(Nc1ccc(C(=O)N2CCCCC2)cc1)c1ccccc1Br,-3,-1,-4,4,-3,1.9,1,2,-11
O=C(Nc1ccncc1)C1CCN(S(=O)(=O)c2cccc(C(F)(F)F)c2)CC1,-5,-7,-2,2,-4,1.4,9,9,2
Cc1cc(/C=C2/NC(=O)N(c3ccccc3)C2=O)c(C)n1C(C)C,-4,11,-3,2,-6,0.5,-4,-1,-14
COC(=O)CSC1=C(C#N)C(c2ccccc2)CC(=O)N1 (stereo not drawn),-3,4,-5,2,-6,0.4,3,8,-7
Cc1ccc(CN2C(=O)c3ccccc3Sc3ccc(C(=O)NCCN4CCOCC4)cc32)cc1,-9,0,3,14,0,0.1,3,22,-16
CN(C)S(=O)(=O)c1cccc(NC(=O)COC(=O)c2cc(-c3cccc(Br)c3)nc3ccccc23)c1,10,5,3,-4,-2,0.4,17,3,7
CCCC(=O)n1nc(-c2cccnc2)nc1N,-8,8,0,8,-1,0.4,8,11,-2
Nc1c(N=Nc2ccccc2F)c(=O)[nH]n1-c1ccccc1,-5,14,-4,2,-4,0.2,17,2,-9
CCOC(=O)Cn1nc(-c2ccccc2)nc1-c1ccccc1,-8,10,4,5,-4,1.0,-2,2,-23
Cc1ccc(NC(=O)Cn2c(=O)cnc3ccccc32)cc1S(=O)(=O)N1CCCCC1,-7,10,-11,2,-3,5.7,-8,6,-26
COc1ccc(-n2c(SCC(=O)Nc3ccccc3OC)nc(O)c(Cc3ccccc3)c2=O)cc1,-12,11,-11,14,1,0.3,-26,1,-28
CCc1nnc(NC(=O)CSc2nnc(-c3ccc(O)cc3)n2C)s1,12,-12,-2,-4,-8,-0.6,-15,2,-13
COc1cccc(-c2ccc3c(c2)N(Cc2ccccc2OC)C(=O)C(C)S3)c1 (stereo not drawn),0,9,-3,-2,-4,1.7,-16,1,.
Cc1cc(OCc2cc(C(=O)N3CCN(CC4CC4)CC3)no2)cc(C)c1Cl,0,-4,-5,-8,-3,1.3,-6,4,-31
Cc1ccc(/C=C/C(=O)O)cc1S(=O)(=O)N1CCC(Cc2ccccc2)CC1,1,-8,3,3,-1,0.5,-17,0,-11
Cc1nc(NC(=O)c2ccc3c(c2)OCO3)ccc1Br,5,21,-16,-2,-5,5.3,-13,2,-5
Cc1ccsc1C(=O)N1CCCC1(C)C(=O)NCC(C)C (stereo not drawn),3,0,-2,-2,-1,0.1,-6,1,.
c1csc(-c2noc(COc3ccc4c(c3)CCCC4)n2)c1,13,13,-23,-2,-1,0.3,-7,2,-13
CC1=NC(C)Cc2ccccc21 (stereo not drawn),2,-6,12,-4,-4,0.3,0,1,-17
CCCN(C(=O)COC(=O)c1nc2nccc(C)n2n1)C1CCS(=O)(=O)C1 (stereo not drawn),13,2,-12,-1,-5,-0.1,-6,13,.
Cc1nn(CC(=O)Nc2nc3ccccc3s2)c(C)c1[N+](=O)[O-],-1,15,-10,5,4,1.4,-7,2,-11
CN(C(=O)C1CCCCN1S(=O)(=O)c1ccccc1)c1ccccc1 (stereo not drawn),-10,8,-7,7,-2,0.0,1,1,-13
CC(=Nc1ccc(Br)cc1)c1sc2ccccc2c1O,-5,-13,15,10,0,2.1,2,10,5
CCOCCCNC(=O)CN1N=C(c2ccc(C)cc2)CCC1=O,-11,-22,4,8,-1,0.2,-11,6,4
Nc1ccc(C(=O)OCCCc2nc3cc4ccccc4cc3[nH]2)cc1,13,-4,-3,-3,-3,1.7,-5,3,-10
Cc1nonc1C(=O)N/N=C/c1ccc([N+](=O)[O-])o1,-1,-11,0,9,-1,0.8,5,8,2
COc1ccccc1C(=O)C1CCCN(C(=O)CCn2cnnn2)C1 (stereo not drawn),-14,-16,10,14,-3,-0.2,-11,0,-5
